Pf Dd2 growth: blocks growth of Plasmodium falciparum Dd2 parasites. P. falciparum Dd2 growth, SYBR Green, 72 h; active compounds read low. activity change, % at 10 µM. 94,000 tested, 2.3% active; in the data active = activity change below about -80%
C diff growth: blocks growth of Clostridium difficile | Clostridium difficile clinical isolate growth, OD600, 24 h; active compounds read low | growth activity, negative = inhibition, % at 16 µg/mL (by protocol) | 86,000 tested, 0.25% active;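 active = mean growth activity at or below -80% and every replicate also at or below -80%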;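 also: 0% = DMSO wells and -100% = levofloxacin 16 µg/mL wells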
KDM4C inh: inhibitors of human demethylase GASC-1 KDM4C; GST-KDM4C 2-372, H3K9me3 peptide, LANCE TR-FRET; inhibition, % at 12.5 µM; 96,000 tested, 0.15% active;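 active = mean replicate inhibition above about 25%, with at least 55% of replicates also reaching it, limit read from the data, passing the limit was not always enough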
Target sequence (Q9H3R0 2-372 limits assumed): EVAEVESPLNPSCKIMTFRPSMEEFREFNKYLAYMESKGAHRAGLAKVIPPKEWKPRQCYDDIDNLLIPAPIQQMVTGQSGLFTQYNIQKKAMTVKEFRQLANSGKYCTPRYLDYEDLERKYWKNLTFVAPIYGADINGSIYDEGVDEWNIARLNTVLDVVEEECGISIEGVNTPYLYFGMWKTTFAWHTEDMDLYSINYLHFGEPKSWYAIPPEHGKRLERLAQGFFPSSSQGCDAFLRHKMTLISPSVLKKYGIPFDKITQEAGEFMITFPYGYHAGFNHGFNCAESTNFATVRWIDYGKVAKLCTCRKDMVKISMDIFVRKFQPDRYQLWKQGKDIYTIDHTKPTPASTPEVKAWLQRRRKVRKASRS
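reagent = H3K9me3 peptide substrate, Fe(II), 2-oxoglutarate | system = GST-tagged GASC-1 (JMJD2C) catalytic fragment, aa 2-372 | amount = enzyme final amount 10 nM | read-out = Fall in 671/618 emission ratio as inhibition | medium = HEPES buffer, pH 7.5, plus ascorbate | schedule = 30 min reaction, 60 min detection, RT | measured by = LANCE TR-FRET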
T cruzi growth: inhibitors of T. cruzi proliferation | T. cruzi beta-gal in NIH3T3, GalScreen luminescence, 90 h | inhibition, % at 8.34 µM | 77,000 tested, 5.9% active | AID 624255;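 active = mean inhibition above about 93%, with at least 55% of replicates each passing it, limit read from the data, passing the limit was not always enough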
* hit, by the source's call; · = no result given.

SMILES | Pf Dd2 growth | C diff growth | KDM4C inh | T cruzi growth
CN(C)C(=O)C[C@H]1C=C[C@H](NC(=O)c2ccc(F)cc2)[C@H](CO)O1 | 11 | 2 | -2.3 | -32
CCc1cnc(N2[C@H](CO)[C@@H](c3ccc(C#CC(C)C)cc3)[C@@H]2C#N)s1 | -41 | -2 | -1.2 | 99*
C[C@@H]1CCCCO[C@H](CN(C)Cc2ccc(C(=O)O)cc2)[C@H](C)CN([C@H](C)CO)C(=O)c2cc(NC(=O)Nc3ccccc3)ccc2O1 | 21 | -1 | 2.8 | -6
COc1ccc(S(=O)(=O)N(C)C[C@@H]2OCCCC[C@@H](C)Oc3ccc(NC(=O)Nc4c(C)noc4C)cc3C(=O)N([C@H](C)CO)C[C@H]2C)cc1 | -62 | 4 | -0.6 | 11
Cc1ccc(S(=O)(=O)Nc2ccc3c(c2)C(=O)N([C@H](C)CO)C[C@@H](C)[C@@H](CN(C)S(=O)(=O)c2c(C)noc2C)OCCCC[C@H](C)O3)cc1 | -48 | 6 | -0.4 | 94
C[C@H]1CN([C@@H](C)CO)C(=O)c2cccc(NC(=O)c3ccncc3)c2O[C@H]1CN(C)S(C)(=O)=O | 15 | 2 | 0.1 | -18
CN1C(=O)c2cc(NC(=O)NC3CCCC3)ccc2OC[C@@H]2O[C@@H](CC(=O)NC3CCC3)CC[C@H]21 | -1 | -1 | 0.8 | 13
COc1ccc2c3c(n(C)c2c1)[C@H](CO)N(C(=O)CN1CCOCC1)CC31CCN(C(=O)Nc2cccc(F)c2)CC1 | -12 | 8 | -2.0 | ·
C[C@@H]1CN([C@H](C)CO)C(=O)c2cccc(NC(=O)c3nc4ccccc4s3)c2O[C@H]1CN(C)Cc1ccc(C(=O)O)cc1 | -11 | -2 | 0.1 | 31
C[C@@H]1CCCCO[C@H](CN(C)Cc2ccncc2)[C@@H](C)CN([C@@H](C)CO)C(=O)c2cc(NC(=O)Nc3cccc4ccccc34)ccc2O1 | -43 | 5 | 1.8 | 70
CN(C)C(=O)C[C@H]1C[C@@H]2c3cc(NS(C)(=O)=O)ccc3O[C@@H]2[C@H](CO)O1 | 23 | 2 | 4.1 | 8
C[C@@H]1CCCCO[C@H](CN(C)S(=O)(=O)c2ccc(Cl)cc2)[C@@H](C)CN([C@H](C)CO)C(=O)c2cc(NC(=O)Cc3ccccc3)ccc2O1 | -71 | 0 | -0.2 | 46
COc1ccc(NC(=O)N2CC[C@@H]3[C@H]2c2cc(Br)ccc2N(C)[C@H]3CO)cc1 | -9 | 7 | -0.8 | 46
CN(C)C(=O)[C@@H]1[C@@H](CO)[C@@H]2Cn3c(ccc(C4=CCCC4)c3=O)[C@@H]2N1C(=O)Cc1cccnc1 | 1 | 1 | 0.7 | 15
C[C@H](CO)N1C[C@H](C)[C@@H](CN(C)C(=O)Nc2ccc(N3CCCCC3)cc2)OCc2cnnn2CCCC1=O | -20 | · | -0.5 | 13
CN1C(=O)c2cc(NS(C)(=O)=O)ccc2OC[C@@H]2O[C@H](CC(=O)N3CCOCC3)CC[C@@H]21 | · | 2 | -0.2 | 14
COc1ccc(S(=O)(=O)Nc2ccc3c(c2)CC(=O)N([C@H](C)CO)C[C@H](C)[C@@H](CN(C)Cc2ccc(C(F)(F)F)cc2)O3)cc1 | -35 | 49 | · | -9
CNC[C@H]1Oc2c(NC(=O)c3cnccn3)cccc2C(=O)N([C@H](C)CO)C[C@H]1C | 18 | 1 | 0.1 | -10
C[C@H](CO)N1C[C@H](C)[C@H](CN(C)CC2CCCCC2)Oc2c(NC(=O)c3ccc(-c4nccs4)cc3)cccc2C1=O | -37 | 33 | -4.4 | 37
Cc1ccc(-c2cnc3c(c2)C(=O)N([C@H](C)CO)C[C@H](C)[C@@H](CN(C)CC2CCOCC2)O3)cc1 | -17 | 3 | 0.5 | 24

Compounds listed so far with fluorine, in the order listed:
SMILES | Pf Dd2 growth | C diff growth | KDM4C inh | T cruzi growth
CN(C)C(=O)C[C@H]1C=C[C@H](NC(=O)c2ccc(F)cc2)[C@H](CO)O1 | 11 | 2 | -2.3 | -32
COc1ccc2c3c(n(C)c2c1)[C@H](CO)N(C(=O)CN1CCOCC1)CC31CCN(C(=O)Nc2cccc(F)c2)CC1 | -12 | 8 | -2.0 | ·
COc1ccc(S(=O)(=O)Nc2ccc3c(c2)CC(=O)N([C@H](C)CO)C[C@H](C)[C@@H](CN(C)Cc2ccc(C(F)(F)F)cc2)O3)cc1 | -35 | 49 | · | -9

The listing continues:
SMILES | Pf Dd2 growth | C diff growth | KDM4C inh | T cruzi growth
O=C(C[C@H]1C[C@H]2c3cc(NC(=O)c4ccc5c(c4)OCO5)ccc3O[C@H]2[C@H](CO)O1)NCc1ccc(Cl)cc1 | -13 | -2 | -2.8 | 32
CO[C@@H]1CN(C)C(=O)c2ccc(NC(=O)C3CCCC3)cc2OC[C@@H](C)N(Cc2nccs2)C[C@H]1C | -18 | · | 0.5 | 26
CO[C@H]1CN(C)C(=O)c2cc(NC(=O)Nc3cccc(F)c3)ccc2OC[C@@H](C)N(C(=O)C2CC2)C[C@@H]1C | -22 | -7 | -0.5 | -32
O=C(CCN1CCCCC1)N[C@H]1CC[C@H](CCNS(=O)(=O)c2ccccc2)O[C@H]1CO | 4 | · | 2.8 | 32
C[C@H]1CN([C@@H](C)CO)C(=O)c2c(c3ccccc3n2C)-c2ccccc2CO[C@@H]1CN(C)C(=O)Nc1cccc(C(F)(F)F)c1 | -94* | 12 | -4.4 | ·
O=C(C1CC1)N1C[C@@H]2[C@H](c3ccccc31)[C@H](CO)N2Cc1ccccc1Cl | 1 | 13 | -1.3 | 34
C[C@@H]1CN([C@H](C)CO)C(=O)c2cc(NS(=O)(=O)c3ccc(Cl)cc3)ccc2O[C@@H]1CN(C)C(=O)Nc1ccc(C(F)(F)F)cc1 | 19 | · | -0.4 | 8
CCCC#Cc1cnc2c(c1)C(=O)N([C@H](C)CO)C[C@H](C)[C@@H](CN(C)C(=O)NCCC)O2 | -16 | 7 | 0.3 | -12
N#C[C@H]1[C@H](c2ccc(-c3cncnc3)cc2)[C@@H](CO)N1C(=O)C1CCC1 | -1 | -4 | 1.2 | 86
COCC(=O)N1CC2(C1)CN(Cc1cc(F)ccc1F)[C@H](CO)c1c2c2ccc(OC)cc2n1C | -41 | -2 | -0.6 | ·
COc1ccccc1-c1ccc([C@H]2[C@H](CO)N(C(=O)C3CC3)C23CN(C(C)=O)C3)cc1 | -3 | 2 | 1.6 | ·
COc1ccc(C#Cc2ccc3c(c2)[C@H]2[C@H](CCN2S(=O)(=O)C2=NC(C)C=N2)[C@@H](CO)N3C)cc1 (stereo partly drawn) | 4 | -2 | 2.3 | 47
C[C@H]1CN([C@@H](C)CO)C(=O)c2cc(NC(=O)C3CC3)ccc2O[C@H]1CN(C)CC1CCCCC1 | -3 | 1 | -1.2 | 59
O=C(C[C@@H]1C=C[C@H](NC(=O)CC2CC2)[C@@H](CO)O1)NCC(F)(F)F | 1 | 8 | 0.1 | 48
O=C([C@@H]1[C@@H](CO)[C@@H]2Cn3c(ccc(-c4ccccc4F)c3=O)[C@H]1N2C(=O)C1CCC1)N1CCOCC1 | 5 | -3 | -0.6 | 54
C[C@@H]1CN([C@H](C)CO)C(=O)c2cc(NC(=O)c3ccccc3)ccc2O[C@@H](C)CCCCO[C@H]1CN(C)Cc1ccncc1 | -19 | 0 | 3.1 | 58
COc1ccc(CN(C)C[C@@H]2Oc3ccc(NC(=O)Nc4ccccc4)cc3CC(=O)N([C@@H](C)CO)C[C@@H]2C)cc1 | 1 | 7 | -0.7 | 19
CNC(=O)C[C@@H]1CC[C@@H]2[C@H](COc3ccc(NC(=O)Nc4ccccc4OC)cc3C(=O)N2C)O1 | 2 | -4 | 0.3 | -8
C[C@@H]1CN([C@H](C)CO)C(=O)c2cc(NC(=O)Cc3ccccc3)ccc2O[C@H]1CN(C)C | 3 | -1 | 1.1 | -25
CN1C(=O)c2cc(NC(=O)c3ccc(Cl)cc3)ccc2OC[C@@H]2O[C@@H](CC(=O)O)CC[C@H]21 | 22 | · | -1.0 | 84

Reprinted from the listing for reference:
SMILES | Pf Dd2 growth | C diff growth | KDM4C inh | T cruzi growth
O=C(C[C@H]1C[C@H]2c3cc(NC(=O)c4ccc5c(c4)OCO5)ccc3O[C@H]2[C@H](CO)O1)NCc1ccc(Cl)cc1 | -13 | -2 | -2.8 | 32
CO[C@@H]1CN(C)C(=O)c2ccc(NC(=O)C3CCCC3)cc2OC[C@@H](C)N(Cc2nccs2)C[C@H]1C | -18 | · | 0.5 | 26
CO[C@H]1CN(C)C(=O)c2cc(NC(=O)Nc3cccc(F)c3)ccc2OC[C@@H](C)N(C(=O)C2CC2)C[C@@H]1C | -22 | -7 | -0.5 | -32

The main list resumes, repeating the 2 entries before the break.
SMILES | Pf Dd2 growth | C diff growth | KDM4C inh | T cruzi growth
C[C@@H]1CN([C@H](C)CO)C(=O)c2cc(NC(=O)Cc3ccccc3)ccc2O[C@H]1CN(C)C | 3 | -1 | 1.1 | -25
CN1C(=O)c2cc(NC(=O)c3ccc(Cl)cc3)ccc2OC[C@@H]2O[C@@H](CC(=O)O)CC[C@H]21 | 22 | · | -1.0 | 84
COc1ccc(NC(=O)Nc2cccc3c2O[C@H](CN(C)Cc2ccc(-c4ccccc4)cc2)[C@@H](C)CN([C@@H](C)CO)C3=O)cc1 | -86* | -2 | 1.8 | ·
CCc1cnc(N2[C@H](CO)[C@H](c3ccc(C#CCC4CCCC4)cc3)[C@@H]2C#N)s1 | 48 | -15 | -1.7 | 45
C[C@H](CO)N1C[C@H](C)[C@@H](CN(C)S(=O)(=O)c2cccs2)Oc2ccc(NC(=O)Nc3ccc(F)cc3)cc2C1=O | -15 | · | -1.9 | -49
CCC(=O)Nc1ccc2c(c1)C(=O)N(C)[C@@H]1CC[C@H](CC(=O)NCc3ccccc3)O[C@H]1CO2 | 5 | -16 | 2.0 | 41
C[C@H](CO)N1C[C@H](C)[C@@H](CN(C)C(=O)NC2CCCC2)Oc2ncc(C#CCN(C)C)cc2C1=O | 39 | 7 | 0.2 | -67
COc1ccc(S(=O)(=O)N(C)C[C@H]2Oc3cc(-c4cccc(F)c4)ccc3S(=O)(=O)N([C@H](C)CO)C[C@H]2C)cc1 | -14 | 4 | -1.5 | ·
C[C@@H]1CN([C@H](C)CO)C(=O)Cc2cc(NC(=O)Nc3ccc(F)cc3)ccc2O[C@H]1CN(C)Cc1ccncc1 | 30 | 8 | · | 50
C[C@@H]1CN([C@@H](C)CO)C(=O)c2cc(C3=CCCC3)cnc2O[C@@H]1CN(C)C(=O)c1cccnc1 | 55 | 1 | 1.7 | -156
O=C(Nc1ccccc1Cl)N1C[C@@H]2[C@H](c3ccccc31)[C@@H](CO)N2Cc1ccccc1 | -6 | 14 | 0.1 | 35
CC(C)NC(=O)Nc1ccc2c(c1)C(=O)N([C@H](C)CO)C[C@H](C)[C@@H](CN(C)C(=O)c1ccccc1)OCCCC[C@@H](C)O2 | -11 | 0 | 7.0 | -7
CO[C@@H]1CN(C)C(=O)c2ccc(NS(=O)(=O)c3cn(C)cn3)cc2OC[C@H](C)N(CCC(F)(F)F)C[C@H]1C | 30 | 7 | 2.0 | ·
COc1ccccc1CNC(=O)C[C@@H]1C=C[C@@H](NC(=O)CN(C)C)[C@H](CO)O1 | 20 | 4 | 1.8 | 27
CNC(=O)C[C@H]1CC[C@@H]2[C@H](COC[C@H](O)CN2C(=O)c2ccccn2)O1 | 2 | · | 0.4 | -4
COCC(=O)N1CC2(CN(Cc3ccccc3)C2)c2c(n(C)c3cc(OC)ccc23)[C@@H]1CO | -66 | 44 | 0.5 | ·
C[C@H](CO)N1C[C@H](C)[C@H](CN(C)S(=O)(=O)c2ccc(F)cc2)Oc2ccc(NC(=O)Nc3ccc(C(F)(F)F)cc3)cc2C1=O | -10 | 11 | 1.7 | 73

High-throughput results deposited in PubChem BioAssay by Broad Institute.
